Source: PubChem (several laboratories)
HDAC3 inhib: inhibitors of human histone deacetylase 3 | O15379 | recombinant HDAC3, fluorogenic peptide/trypsin coupled, fluorescence | inhibition, % at 8.3 µM | 320,000 tested, 0.15% active | AID 2718; in the data active = inhibition above about 26%, passing the limit was not always enough; inconclusive = no clear call, values can overlap the other calls
Target sequence (O15379 whole entry, looked up): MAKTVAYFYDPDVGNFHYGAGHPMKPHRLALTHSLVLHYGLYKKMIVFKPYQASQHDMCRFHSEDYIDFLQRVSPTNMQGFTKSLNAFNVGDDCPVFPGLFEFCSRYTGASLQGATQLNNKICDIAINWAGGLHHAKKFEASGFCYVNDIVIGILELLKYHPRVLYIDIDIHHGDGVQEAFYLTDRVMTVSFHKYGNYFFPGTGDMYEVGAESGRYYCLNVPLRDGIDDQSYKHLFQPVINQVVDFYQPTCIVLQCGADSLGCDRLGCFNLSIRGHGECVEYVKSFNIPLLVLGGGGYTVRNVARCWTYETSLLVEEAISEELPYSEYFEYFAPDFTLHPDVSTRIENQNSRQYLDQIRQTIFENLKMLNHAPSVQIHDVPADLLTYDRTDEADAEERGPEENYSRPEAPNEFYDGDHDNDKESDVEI
KCNK3 inh: human KCNK3 channel inhibition, primary screen; O14649; CHO-KCNK3 thallium flux, FluxOR fluorescence; hits give low values; B-score at 10 µM; 340,000 tested, 0.84% active;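 active = B-score under library mean minus 4 SD, starting fluorescence ratio at most library mean plus 5 SD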;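 note: more negative B-score means stronger inhibition of thallium flux through KCNK3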
Target sequence (O14649 whole entry, looked up): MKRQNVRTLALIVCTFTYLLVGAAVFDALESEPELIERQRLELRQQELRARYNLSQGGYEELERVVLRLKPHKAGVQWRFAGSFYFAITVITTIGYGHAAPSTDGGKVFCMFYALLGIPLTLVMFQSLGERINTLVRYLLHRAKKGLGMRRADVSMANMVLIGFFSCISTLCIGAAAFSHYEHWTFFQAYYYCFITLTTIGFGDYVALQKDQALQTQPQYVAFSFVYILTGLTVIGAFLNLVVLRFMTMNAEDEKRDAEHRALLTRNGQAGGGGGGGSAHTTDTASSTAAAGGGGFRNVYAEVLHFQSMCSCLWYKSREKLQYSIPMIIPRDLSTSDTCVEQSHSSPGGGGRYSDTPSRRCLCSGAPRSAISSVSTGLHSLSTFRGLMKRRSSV
DYRK1A inh: blocks rat Dyrk1A kinase activity | Q63470 | ADP-Glo luminescence, NFATc1 peptide | inhibition, % at 12.5 µM | 310,000 tested, 0.43% active; in the data active = inhibition above about 50%;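 note: plate controls were vehicle with enzyme for no effect and no enzyme for full effect; many of its hits are not listed in these tables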
TMEM16A act: activates or potentiates the mouse TMEM16A chloride channel | Q8BHY3 | HEK293 TMEM16A/YFP-H148Q/I152L, iodide quench fluorescence; hits give low values | B-score at 10 µM | 340,000 tested, 0.3% active;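 active = fluorescence-ratio B-score plate-corrected deviation score at least 3 library SD below zero, with starting fluorescence score within 5 deviations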;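 note: channel opened by trigger with iodide after compound preincubation; score built on the fluorescence ratio of max minus min over baseline; more negative score means more quench and so TMEM16A activation or potentiation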
The depositor's hits bear a star; i = inactive; ? = inconclusive.

nr | HDAC3 inhib | DYRK1A inh | TMEM16A act | KCNK3 inh | Molecule
1 | 1 | -3 | i | i | COc1ccc(OCC(=O)NNC(=O)C(=O)Nc2ccccc2)cc1
2 | 3 | -5 | i | i | CC1CC(C)CN(S(=O)(=O)c2ccc(NC(=O)c3ccc(=O)[nH]c3)cc2)C1 (stereo not given)
3 | -13 | -1 | i | i | c1ccc(-c2sc3ccccc3c2-c2ccc(OCCN3CCCCC3)cc2)cc1
4 | 3 | 1 | i | i | Cc1cc(NC(=O)Cn2cnc3sccc3c2=O)no1
5 | 2 | -3 | i | i | COc1ccc(CCn2c(C)cc(C(=O)CN3C(=O)C(=O)N(Cc4ccco4)C3=O)c2C)cc1
6 | 11 | 2 | i | i | COc1ccc(NC(=O)c2cc3ccccc3o2)cc1S(=O)(=O)N1CCCCC1
7 | -4 | -1 | i | i | CCC(=O)c1ccc(OCC(=O)NCc2ccccc2CN2CCCC2)cc1
8 | 0 | 0 | i | i | CC(=O)c1c(C)[nH]c(C(=O)NNC(=O)COc2cc(C)ccc2C(C)C)c1C
9 | 0 | -8 | i | i | COc1ccc(CNC(=O)CSc2nnc(C3CC3)n2C2CC2)cc1
10 | -6 | 4 | i | i | Cc1ccc(S(=O)(=O)N2CCCCC2)cc1NC(=O)Cn1ncc(Cl)c(Cl)c1=O
11 | -1 | 0 | i | i | CC(C)(C)[C@H](N)C(=O)N[C@H]1CCC2C3CC=C4C[C@@H](O)CC[C@]4(C)C3CC[C@@]21C (stereo not given in full)
12 | 3 | 0 | i | i | COc1ccc2nc(NC(=O)CCNC(=O)c3ccco3)sc2c1
13 | -3 | 3 | -4.7* | i | CC(=O)c1ccc(NC(=O)CN2c3cccc4cccc(c34)S2(=O)=O)cc1
14 | 2 | 1 | i | i | COc1ccc(S(=O)(=O)N2CCCCCC2)cc1C(=O)NCc1cccs1
15 | -3 | 2 | i | i | O=C(COC(=O)C1CC(O)CN1S(=O)(=O)c1ccccc1[N+](=O)[O-])c1ccc[nH]1 (stereo not given)
16 | 3 | 2 | i | i | CCOC(=O)c1c(C)[nH]c(C(=O)COC(=O)CNS(=O)(=O)c2ccc(C)cc2)c1C
17 | 8 | 8 | i | i | Oc1cc(Nc2ccccc2)cc2cccnc12
18 | 0 | -4 | i | i | Cc1ccc(C)c(OCc2ccc(C(=O)Nc3ccc([N+](=O)[O-])cn3)o2)c1
19 | 3 | 8 | i | i | CC(=O)Nc1sc2c(c1-c1nc3ccccc3s1)CN(C(C)C)CC2
20 | -3 | -2 | i | i | CCOc1ccc(C(=O)COC(=O)C2COc3ccccc3O2)cc1 (stereo not given)
21 | ? | 6 | i | i | C[C@H](CO)N1C[C@H](C)[C@@H](CN(C)CC2CCCCC2)Oc2c(NC(=O)CCC(F)(F)F)cccc2C1=O
22 | 2 | -3 | i | i | C[C@@H]1COC(=O)[C@@H](CC(=O)OC(C)(C)C)C/C=C\C[C@@H](CC(=O)N[C@H](CO)Cc2ccccc2)C(=O)N1
23 | -3 | -1 | i | i | CC(C)C(NC(=O)c1c(F)cccc1F)C(=O)N1CCN(S(=O)(=O)/C=C/c2ccccc2)CC1 (stereo not given)
24 | 4 | 6 | i | i | CNC(C)C(=O)NC(C(=O)N1CCCC1C(=O)NNc1ccccc1)C(C)C (stereo not given)
25 | -12 | 7 | i | i | CCN(C(=O)COC(=O)CNC(=O)c1ccc(C)cc1)c1c(N)n(Cc2ccccc2)c(=O)[nH]c1=O
26 | 9 | -9 | i | i | O=C(CSc1nc2c(cnn2-c2cccc(Cl)c2)c(=O)[nH]1)NCC1CCCO1 (stereo not given)
27 | -2 | -1 | i | i | CC(=O)Nc1ccc(S(=O)(=O)N(C)CC(=O)NCCOc2ccccc2)cc1
28 | 1 | 29 | i | i | CCCNC(=O)C(Cc1ccccc1C)NC(=O)c1ccc(C(F)(F)F)cc1 (stereo not given)
29 | -3 | 1 | i | i | C[C@H]1CN([C@@H](C)CO)C(=O)c2cc(NC(=O)c3ccncc3)ccc2O[C@H]1CN(C)Cc1ccc(C(=O)O)cc1
30 | 4 | 0 | i | i | COc1ccc(Cl)cc1NC(=O)CN(C)C(=O)c1ccc2c(c1)CC(c1ccccc1)OC2=O (stereo not given)
31 | 1 | 3 | i | i | Cc1cc(OCC(=O)OCC(=O)NC2CCCCC2C)ccc1Cl (stereo not given)
32 | 3 | -5 | i | i | O=C(CSc1nc2ccccc2c(=O)n1-c1ccc(F)cc1)NC1CC1
33 | -5 | 5 | i | i | CCCCn1c(N)c(N(CCOC)C(=O)c2ccc3c(c2)C(=O)N(c2ccccc2Cl)C3=O)c(=O)[nH]c1=O
34 | 1 | -1 | i | i | O=C(c1cc2ccccc2o1)N1CCN(S(=O)(=O)c2c(F)cccc2F)CC1
35 | 11 | 10 | i | i | Cc1ccc(-n2nc(C)c(C(=O)Nc3cccc(C(=O)NC4CC4)c3)n2)c(C)c1
36 | 0 | 2 | i | i | O=S(=O)(NCCCCCNS(=O)(=O)c1c(F)cccc1F)c1ccc2c(c1)OCCO2
37 | 2 | -2 | i | i | COCCCn1c(C)cc(C(=O)CN2c3cccc4cccc(c34)S2(=O)=O)c1C
38 | 9 | 7 | i | i | C[C@@H](NC(=O)c1nc[nH]c1C(=O)N[C@H](C)c1ccccc1)c1ccccc1
39 | -7 | 1 | i | i | CC1CC(C)CN(S(=O)(=O)c2ccc(C(=O)NNC(=O)c3ccccc3F)cc2)C1 (stereo not given)
40 | -4 | -2 | i | i | CC(C)C[C@H]1CN=C(N(C)C)N1CC(C)C
41 | 9 | 13 | i | i | O=C1C=C(c2cccc(Cl)c2O)C[C@@H](c2ccc(Cl)cc2)C1
42 | -2 | 5 | i | i | CN(CC(=O)Nc1ccc(F)cc1)C(=O)CSc1nnc(Cc2ccccc2)o1
43 | -1 | 12 | i | i | Cc1ccc(C2=CC(=O)C[C@H](c3ccc(F)cc3)C2)cc1
44 | 2 | -2 | i | i | CN(C)c1oc(-c2ccco2)nc1S(=O)(=O)c1ccc(Br)cc1
45 | 2 | 0 | i | i | Cc1ccc(NC(=O)c2ccc(Cl)nc2)cc1S(=O)(=O)N1CCOCC1
46 | 1 | -5 | i | i | O=C(COC(=O)C1CC(=O)N(Cc2ccco2)C1)Nc1ccc(F)cc1F (stereo not given)
47 | -4 | -6 | i | i | CC1CCCCC1NC(=O)COC(=O)c1ccc2c(=O)n3c(nc2c1)CCC3 (stereo not given)
48 | 2 | 5 | i | i | CC(=O)Nc1ccc(S(=O)(=O)NCCC(=O)OCC(=O)NCc2ccccc2)cc1

14 of these compounds, reformatted.
item	smiles	HDAC3 inhib	DYRK1A inh	TMEM16A act	KCNK3 inh
32	O=C(CSc1nc2ccccc2c(=O)n1-c1ccc(F)cc1)NC1CC1	3	-5	i	i
33	CCCCn1c(N)c(N(CCOC)C(=O)c2ccc3c(c2)C(=O)N(c2ccccc2Cl)C3=O)c(=O)[nH]c1=O	-5	5	i	i
34	O=C(c1cc2ccccc2o1)N1CCN(S(=O)(=O)c2c(F)cccc2F)CC1	1	-1	i	i
35	Cc1ccc(-n2nc(C)c(C(=O)Nc3cccc(C(=O)NC4CC4)c3)n2)c(C)c1	11	10	i	i
36	O=S(=O)(NCCCCCNS(=O)(=O)c1c(F)cccc1F)c1ccc2c(c1)OCCO2	0	2	i	i
37	COCCCn1c(C)cc(C(=O)CN2c3cccc4cccc(c34)S2(=O)=O)c1C	2	-2	i	i
38	C[C@@H](NC(=O)c1nc[nH]c1C(=O)N[C@H](C)c1ccccc1)c1ccccc1	9	7	i	i
39	CC1CC(C)CN(S(=O)(=O)c2ccc(C(=O)NNC(=O)c3ccccc3F)cc2)C1 (stereo not given)	-7	1	i	i
40	CC(C)C[C@H]1CN=C(N(C)C)N1CC(C)C	-4	-2	i	i
41	O=C1C=C(c2cccc(Cl)c2O)C[C@@H](c2ccc(Cl)cc2)C1	9	13	i	i
42	CN(CC(=O)Nc1ccc(F)cc1)C(=O)CSc1nnc(Cc2ccccc2)o1	-2	5	i	i
43	Cc1ccc(C2=CC(=O)C[C@H](c3ccc(F)cc3)C2)cc1	-1	12	i	i
44	CN(C)c1oc(-c2ccco2)nc1S(=O)(=O)c1ccc(Br)cc1	2	-2	i	i
45	Cc1ccc(NC(=O)c2ccc(Cl)nc2)cc1S(=O)(=O)N1CCOCC1	2	0	i	i

(next part)
nr | HDAC3 inhib | DYRK1A inh | TMEM16A act | KCNK3 inh | Molecule
49 | -1 | 2 | i | i | COc1ccc(-c2cc3cc(-c4cc(OC)c(OC)c(OC)c4)ccc3o2)cc1
50 | -1 | 5 | i | i | COCCn1c(SCC(=O)NC(=O)NCc2ccccc2)nc2ccccc2c1=O
51 | 0 | 9 | i | i | COc1ccc(NC(=O)CN(C)C(=O)C(Sc2ccccc2)c2ccccc2)cc1 (stereo not given)
52 | -5 | 25 | i | i | Cc1csc(=O)n1CC(=O)Nc1nc2ccccc2s1
53 | 10 | -7 | i | i | C=C[C@@H]1c2cccc(C)c2N(S(=O)(=O)c2ccc(C)cc2)[C@H](c2ccccc2)C1(C#N)S(=O)(=O)c1ccccc1 (stereo not given in full)
54 | 3 | -2 | i | i | COc1ccc(C(=O)O)cc1S(=O)(=O)NC(C)C12CC3CC(CC(C3)C1)C2 (stereo not given)
55 | -7 | 6 | i | i | N#Cc1ccc(OCC(=O)NNC(=S)NC2CCCCC2)cc1
56 | 1 | 0 | i | i | Cc1c(NC(=O)CSc2ccc3ccccc3n2)c(=O)n(-c2ccccc2)n1C
57 | 0 | -5 | i | i | Nc1c(C(=O)CSc2nnc(Nc3ccc(F)cc3)s2)c(=O)[nH]c(=O)n1C1CC1
58 | 1 | -2 | i | i | COC(=O)c1ccccc1S(=O)(=O)N1CCC(C(=O)OC(C)C(=O)Nc2ccccc2OC)CC1 (stereo not given)
59 | -14 | -2 | i | i | O=C(COC(=O)c1ccco1)NNC(=O)c1ccc(Cl)cc1
60 | 5 | 5 | i | i | CC[C@H](C)C(=O)N[C@H]1CCCN1C(=O)/C=C/c1ccccc1
61 | -4 | -8 | i | i | C[C@@H]1NS(=O)(=O)[C@H]2C[C@@H]3C=C[C@]2(O3)[C@H]1OC(=O)Nc1ccc(C(F)(F)F)cc1[N+](=O)[O-]
62 | ? | 2 | i | i | CN(C(=O)COC(=O)c1cc(S(=O)(=O)N2CCCCC2)ccc1Cl)c1ccccc1
63 | 0 | -2 | i | i | O=C(Nc1ccc(N2CCOCC2)cc1)c1cccc(S(=O)(=O)N2CCOCC2)c1
64 | 0 | 4 | i | i | O=C(COC(=O)COc1ccc(Cl)cc1)NC1CC1
65 | 1 | 0 | i | i | COc1ccc(C(=O)Nc2ccc3nc(N4CCOCC4)sc3c2)cc1OC
66 | -4 | -1 | i | i | N#Cc1cc([N+](=O)[O-])ccc1NC(=O)CSc1n[nH]c(=O)n1C1CC1
67 | 2 | -6 | i | i | NC(=O)CCN(C(=O)c1cccc(S(=O)(=O)N2CCc3ccccc32)c1)c1ccccc1
68 | -4 | -8 | i | i | CC1CC(C)CN(C(C)C(=O)Nc2cc(S(=O)(=O)N3CCCCC3)ccc2Cl)C1 (stereo not given)
69 | 0 | 11 | i | i | Cc1ccc(CNC(=O)CN2C(=O)NC3(CCCC3)C2=O)cc1
70 | -1 | 9 | i | i | Cc1ccc(S(=O)(=O)N2CCN(C(=O)CN3C(=O)NC(C)(c4ccc(Cl)cc4)C3=O)CC2)c(C)c1 (stereo not given)
71 | 8 | 5 | i | i | CC(=O)Nc1ccc(NC(=O)C(C)OC(=O)c2ccc3ccccc3n2)cc1 (stereo not given)
72 | -5 | -5 | i | i | COc1cc(N)c(Cl)cc1C(=O)OCC(=O)NCc1cccs1
73 | 0 | 3 | i | i | N#Cc1ccccc1S(=O)(=O)N1CCN(C(=O)[C@H](Cc2ccccc2)NC(=O)c2ccco2)CC1
74 | 1 | -1 | i | i | CCN(C(=O)COC(=O)/C=C/c1cccc([N+](=O)[O-])c1)c1c(N)n(Cc2ccccc2)c(=O)[nH]c1=O
75 | 3 | 3 | i | i | COc1ccc(CN(C)C(=O)C2CSC3(C)CCC(=O)N23)cc1OC (stereo not given)
76 | -7 | 1 | i | i | COc1ccc(-c2nnc(C(C)Nc3cccc(C(=O)NC4CC4)c3)o2)cc1 (stereo not given)
77 | 2 | 5 | i | i | COc1cc(C(=O)COC(=O)C2CC2(Cl)Cl)cc(OC)c1OC (stereo not given)
78 | 7 | -1 | i | i | COc1ccccc1CNC(=O)c1cc(C2CC2)nc2c1cnn2C(C)C
79 | -1 | -1 | i | i | O=C(NCCN1CCOCC1)c1cccc(S(=O)(=O)Nc2ccc(Br)cc2)c1
80 | 1 | 14 | i | i | O=C1C=C(c2cccc(Cl)c2)C[C@@H](c2ccc(Cl)cc2)C1
81 | 8 | -5 | i | i | COC(=O)[C@H](Cc1ccccc1)N(Cc1ccccc1)S(=O)(=O)N(Cc1ccccc1)[C@@H](Cc1ccccc1)C(=O)OC
82 | -1 | -6 | i | i | O=C(Nc1ccccc1)c1nc[nH]c1C(=O)NCCCCCCNC(=O)c1[nH]cnc1C(=O)Nc1ccccc1
83 | 0 | -3 | i | i | COCCN(C(=O)C1CCC1)c1c(N)n(CC(C)C)c(=O)[nH]c1=O
84 | 4 | -1 | i | i | CCCCn1c(N)c(N(CCOC)C(=O)CSc2ccc([N+](=O)[O-])cc2)c(=O)[nH]c1=O
85 | 12 | 1 | i | i | O=C(COC(=O)[C@@H]1CCCN1C(=O)c1cccs1)Nc1cccc([N+](=O)[O-])c1

An excerpt; count on the stated rates, not on these rows.
